Compound activity deposited in PubChem BioAssay by several laboratories.
West Nile virus CPE – inhibition of WNV-induced cytopathic effect – cell-based, CPE readout (AID 1621); West Nile virus-infected cells, CPE inhibition; higher % means a stronger effect; CPE inhibition, % at 10 µM, or IC50 in µM where a hit was titrated; 0.02% of 290,000 active; in the data active means a potency from the dose series; inconclusive means CPE inhibition mostly from about 3.7% at the one dose, without a potency; inactive means the rest, 99 in 100 with CPE inhibition below about 2.2%; further: strong numbers were not always called active
WT yeast gro inh – growth inhibition of WT yeast, mitochondrial fusion screen | mitochondrial fusion phenotypic screen, WT strain | inhibition, % at 10 µM | 2.1% of 190,000 active | AID 1362; in the data active means inhibition above about 58%; tested in S. cerevisiae
ER stress rescue – protection against thapsigargin-triggered cell killing – 384-well, CSM14.1, ATP luminescence, primary screen (AID 1222) | 190,000 tested, under 10 active | CSM14.1 thapsigargin-induced death rescue, ATP luminescence; higher % means a stronger effect | cellular ATP content (survival), % at 20 µM, or EC50 in µM where a hit was titrated;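 active means EC50 below 50 µM in the dose-response confirmation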;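 further: death triggered by thapsigargin at about 15 µM added after 2 h compound pretreatment; cell ATP read after overnight thapsigargin exposure of roughly 18 to 22 hours; normalized against plate controls of thapsigargin alone and 5% DMSO vehicle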
UTI89 phage lysis – inhibition of K1F phage lysis, E. coli UTI89, bacterial capsule biogenesis inhibitors, alamar blue (AID 488966) | E. coli UTI89 K1F phage lysis, alamar blue, 2 h; higher % means a stronger effect | one-dose inhibition, % at 100 µM; IC50 in µM for titrated hits | 0.02% of 340,000 active;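 active means phage lysis inhibition, versus mean bacterial control, above a set limit; inconclusive means no clear call, values can overlap the other calls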;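 further: capsule biogenesis inhibitors block K1F phage lysis so surviving cells raise fluorescence; higher fluorescence means more inhibition of phage lysis; actives were called in the ten point dose series up to 300 µM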
RSV CPE inhibition – inhibition of RSV-induced cytopathic effect – HEp-2 cells, primary 10 µM value included (AID 2391). HEp-2 cells, RSV-induced CPE inhibition; higher % means a stronger effect. one-dose CPE inhibition, % at 10 µM; IC50 in µM for titrated hits. 0.13% of 310,000 active; in the data active means a potency from the dose series; inconclusive means CPE inhibition mostly from about 23% at the one dose, without a potency; inactive means the rest, 99 in 100 with CPE inhibition below about 21%; further: strong numbers were not always called active
Dengue-2 NS5 capping – Dengue-2 NS5 methyltransferase inhibitors, primary screen, biochemical, confirmation dose response (AID 588689) | Dengue-2 NS5 methyltransferase capping enzyme assay, biochemical; higher % means a stronger effect | one-dose inhibition, % at 25 µM; IC50 in µM for titrated hits | 0.3% of 340,000 active; in the data active means a potency from the dose series; inconclusive means inhibition above about 29% without an active follow-up result
XIAP displacement – small molecules displacing peptide from XIAP – biochemical, IAP family, fluorescence polarization (AID 1018); XIAP BIR domain, fluorescence polarization peptide displacement; higher % means a stronger effect; 0.007% of 200,000 active; displacement, % at 20 µM, or IC50 in µM where a hit was titrated; in the data active means displacement above about 50%; further: a part of the inactive calls stands beside numbers as strong as those of hits
Yfh1-off respiration – mitochondrial function rescue without frataxin homolog – Friedreich's ataxia, plus single-dose screen, dose response (AID 1465). S. cerevisiae Yfh1-off respiration, WST-1 reduction, 72 h; higher fold induction means a stronger effect. fold induction at 50 µM; hits with a dose series show EC50 in µM. 0.074% of 220,000 active;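 active means fold induction of absorbance versus untreated yeast above a set limit, then at least 30% activation at any dose in follow-up; inconclusive means repeats straddling the limit, or above it without dose testing; inactive means fold induction below the set limit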;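 further: activators that raise dye reduction in frataxin-depleted yeast; strong numbers were not always called active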
Large T inhibition – SV40 large T antigen inhibitors, biochemical (AID 1903) | SV40 large T antigen ATPase/helicase inhibition assay; higher % means a stronger effect | 0.39% of 310,000 active | inhibition, % at 20 µM; hits with a dose series show IC50 in µM; in the data active means a potency from the dose series; inconclusive means inhibition mostly from about 32% at the one dose, without a potency; inactive means the rest, 99 in 100 with inhibition below about 32%; further: strong numbers were not always called active
WT yeast gro inh mutant strain – second read-out of WT yeast gro inh, no call of its own (marks repeat the call); inhibition, %; mitochondrial fusion phenotypic screen, mutant strain inhibition
Dengue-2 NS5 capping pilot replicate – also measured in Dengue-2 NS5 capping; calls as there; inhibition, %; measured here: pilot screen replicate inhibition
* hit, by the source's call; i = inactive; ? = inconclusive; . = no result given; [ ] = another dose, or the depositor's remark.

SMILES	West Nile virus CPE	WT yeast gro inh	WT yeast gro inh mutant strain	ER stress rescue	UTI89 phage lysis	RSV CPE inhibition	Dengue-2 NS5 capping	XIAP displacement	Yfh1-off respiration	Large T inhibition	others
Cn1c(SCC(=O)N2c3ccccc3Sc3ccccc32)nc2ccccc21	-1.0%	33.4	11.7	0.6%	3.3%	?	-2.9%	-5.9%	i	0.2%
CC(C)(C)c1ccc(O)c(N=Cc2cc3c(cc2[N+](=O)[O-])OCO3)c1	-1.1%	.	.	.	1.2%	6.8%	2.3%	.	.	3.0%
Cc1cc(=O)oc(C)c1C(=O)N1CCN(c2ccc(F)cc2)CC1	-0.2%	-7.8	-16.4	3.8%	2.1%	1.7%	4.8%	-6.4%	i	19.3%
Cc1nn(-c2ccccc2)c2c1C(c1ccc(F)cc1F)C(C#N)=C(N)O2 (stereo not drawn)	-0.1%	-11.7	-19.6	-0.8%	-1.4%	0.1%	-17.7%	-0.6%	i	9.5%
O=C(Nc1ccc(Cl)c(Cl)c1)Oc1ccc(NC(=O)c2ccco2)cc1	0.2%	-15.1	-12.2	-1.8%	-0.4%	1.4%	-6.3%	-4.9%	.	>100µM*
CCOc1ccccc1OCC(=O)Nc1cc(S(=O)(=O)N2CCCCC2)ccc1OC	.	.	.	.	0.6%[50 µM]	-1.3%	2.9%	.	.	3.4%
O=C(COC(=O)/C=C/c1ccccc1Cl)NC(=O)Cc1ccccc1	0.2%	6.2	-14.6	-2.0%	0.8%	1.9%	-0.4%	2.5%	i	8.2%
O=C(N/N=C/c1ccc(-c2ccccc2[N+](=O)[O-])o1)c1cccnc1	-0.1%	9.5	13.5	1.4%	3.3%	1.9%	16.1%	-3.1%	i	-8.4%
O=C(O)CC1Sc2nnc(COc3ccc(Cl)cc3)n2N=C1c1ccccc1 (stereo not drawn)	0.2%	.	.	.	-0.3%	-1.4%	-12.2%	.	.	12.8%
CCOC(=O)C1CCN(C(=O)c2cc3c(=O)n4cccc(C)c4nc3s2)CC1	-0.3%	.	.	.	0.1%	2.0%	-3.2%	.	.	-3.6%
CCCn1c2c(c(O)c(C(=O)Nc3ncccc3O)c1=O)CCCC2	0.1%	-11.2	-1.9	0.1%	0.7%	2.7%	3.9%	-2.0%	i	14.2%
COc1ccc(OC)c(Nc2nc(NCCCN(C)C)nc(N)c2[N+](=O)[O-])c1	-1.6%	.	.	.	0.9%	-3.6%	-2.3%	.	i	6.6%

The last two records of the section before lead into the next:
SMILES	West Nile virus CPE	WT yeast gro inh	WT yeast gro inh mutant strain	ER stress rescue	UTI89 phage lysis	RSV CPE inhibition	Dengue-2 NS5 capping	XIAP displacement	Yfh1-off respiration	Large T inhibition	others
CCCn1c2c(c(O)c(C(=O)Nc3ncccc3O)c1=O)CCCC2	0.1%	-11.2	-1.9	0.1%	0.7%	2.7%	3.9%	-2.0%	i	14.2%
COc1ccc(OC)c(Nc2nc(NCCCN(C)C)nc(N)c2[N+](=O)[O-])c1	-1.6%	.	.	.	0.9%	-3.6%	-2.3%	.	i	6.6%
COCCCNC(=O)c1c(N)n(-c2ccc(S(N)(=O)=O)cc2)c2nc3ccccc3nc12	.	-3.2	-4.4	0.9%	0.0%	1.3%	3.2%	-3.0%	.	-2.5%
CC(C)C(=O)Nc1cc2c(cc1C(=O)c1ccccc1)OCCO2	-0.2%	12.1	10.3	-1.8%	-0.2%	-0.1%	-6.8%	-5.5%	i	-0.5%
COc1ccc(C(=O)N2CCCC2)cc1S(=O)(=O)N1CCOCC1	0.0%	-1.7	1.6	-3.6%	1.3%	0.9%	-1.4%	-7.6%	i	-2.6%
O=C(c1ccc(F)cc1)C1CCN(Cc2ccc(F)cc2)CC1	-1.5%	.	.	.	-0.2%	6.4%	.	.	.	17.2%
COc1ccc(CCC(=O)NCCS(=O)(=O)N2CCN(c3ccc(F)cc3)CC2)cc1	.	.	.	.	1.4%[50 µM]	3.0%	-8.7%	.	.	6.5%
Cc1cc(C)cc(OCCNC(=O)c2cc(S(=O)(=O)N3CCOCC3)ccc2F)c1	-0.3%	.	.	.	0.3%	0.1%	-8.7%	.	.	-4.2%
CC(C)(C)c1ccc(C(=O)N2CCN(c3ccc(N4CCOCC4)nn3)CC2)cc1	.	.	.	.	0.9%[50 µM]	7.0%	-0.7%	.	.	17.9%
O=C(COc1ccc(Cl)cc1Cl)N/N=C1\CCCc2ccccc21	-0.6%	-3.4	-9.6	-2.4%	0.1%	4.2%	-0.8%	-7.2%	i	7.2%
CCSc1ccc([C@@H]2[C@@H]3C(=O)N(CC)C(=O)[C@@H]3[C@]3(C(=O)OC)CCCN23)cc1	.	.	.	.	-0.5%	0.5%	11.6%	.	.	21.8%
COCCN(C(=O)COC(=O)c1sccc1C)c1c(N)n(Cc2ccccc2)c(=O)[nH]c1=O	-0.2%	.	.	.	1.5%[50 µM]	1.7%	-6.5%	.	.	0.4%
COc1ccc(/C=C2/C(=O)ON=C2C)cc1Cl	-0.1%	.	.	.	0.0%	0.1%	5.2%	.	.	0.9%
CCOc1ccc(N(Cc2ccccc2F)C2=NC3CS(=O)(=O)CC3S2)cc1 (stereo not drawn)	-1.3%	25.4	11.5	.	0.1%	4.0%	-2.1%	-17.7%	i	1.9%
CCC(=O)/C=C1/Sc2ccc(OC)cc2N1CC	0.6%	-11.7	-21.8	1.4%	5.5%	17.7%	-0.7%	0.8%	i	6.5%
CCC(=O)Nc1nnc(C)s1	0.1%	-19.9	7.2	0.3%	0.3%	.	-6.8%	-1.8%	i	4.5%
CCCC(c1nnnn1Cc1ccco1)N1CCN(C(=O)c2ccco2)CC1 (stereo not drawn)	-0.2%	0.9	5.5	0.6%	-2.3%	2.1%	-0.8%	-2.6%	i	0.1%
COc1ccccc1C(=O)C1CCCN(C(=O)c2ccccn2)C1 (stereo not drawn)	-0.8%	5.4	7.1	0.4%	0.5%	2.5%	-6.2%	1.4%	i	12.6%
CCCS(=O)(=O)N1CCCC(C(=O)NCCCN(C)Cc2ccccc2)C1 (stereo not drawn)	-0.5%	-3.8	13.4	1.7%	0.1%	-0.8%	-4.1%	-3.0%	i	3.3%
COc1ccc(N(CC(=O)Nc2cc(OC)c(OC)cc2C(=O)O)S(=O)(=O)c2c(C)noc2C)cc1	-0.1%	.	.	.	0.0%	2.0%	-3.5%	.	.	12.2%
COc1ccc(OC)c(S(=O)(=O)CC(=O)c2cc3ccc(OC)cc3oc2=O)c1	-0.2%	.	.	.	1.2%	1.8%	-10.0%	.	.	18.9%
O=C(CSc1ncnc2nc[nH]c12)c1ccccc1	0.3%	4.1	-10.2	-2.9%	-2.1%	6.3%	-6.6%	0.8%	i	5.5%
COc1ccc(CN2C3CCC2CC(NC(=O)c2cc(OC)c(OC)c(OC)c2)C3)cc1 (stereo not drawn)	-1.0%	.	.	.	0.2%	-0.8%	1.3%	.	.	4.5%	Dengue-2 NS5 capping pilot replicate=3.6
CC(=O)Nc1ccc(NC(=O)COC(=O)c2ccccc2SCC(=O)N2CCCC2)cc1	.	.	.	.	1.4%[50 µM]	0.9%	2.2%	.	.	17.7%
CN(C)C(CNC(=O)c1cccc(NS(=O)(=O)c2ccc(Br)cc2)c1)c1ccco1 (stereo not drawn)	.	.	.	.	1.8%[50 µM]	-1.1%	-5.9%	.	.	21.4%
CC(C)c1nnc(NC(=O)COC(=O)/C=C/c2ccc([N+](=O)[O-])cc2)s1	0.1%	.	.	.	1.6%[50 µM]	0.1%	0.0%	.	.	37.9%
Cc1ccc(-c2nc3ccccc3[nH]2)cc1NC(=O)c1sc2ccccc2c1Cl	1.0%	21.6	-0.9	5.8%	0.7%	7.2%	-7.2%	-7.5%	i	-2.2%
COc1ccc(N2CCN(C(=O)CCN3C(=O)C4C5C=CC(C5)C4C3=O)CC2)cc1 (stereo not drawn)	0.0%	-4.6	2.9	-6.7%	-0.1%	1.3%	-9.8%	-3.5%	i	13.5%
COc1ccccc1C(=O)Nc1ccnn1C1CCN(C)CC1	-0.1%	.	.	.	0.1%	0.6%	-8.6%	.	.	2.5%
O=C1CC(N2CCN(C/C=C/c3ccccc3)CC2)C(=O)N1Cc1cccs1 (stereo not drawn)	-0.1%	8.0	18.3	.	0.3%	0.0%	9.4%	-3.5%	i	7.4%
O=C(OCn1nnc2ccccc2c1=O)c1cc2ccccc2o1	0.0%	15.4	5.4	.	0.5%	0.6%	0.0%	.	i	1.1%
O=C(Nc1ccccc1C(=O)O)c1cc(S(=O)(=O)N2CCCCC2)cs1	0.5%	1.5	-6.0	9.3%	0.6%	1.4%	4.2%	-12.4%	i	20.4%
O=C(Nc1ccccc1)c1cccc(S(=O)(=O)NCc2ccco2)c1	?	-6.1	8.4	-0.9%	0.1%	4.9%	6.6%	-2.4%	i	2.6%
CC1CCN(C(=O)Cn2ncc3c([nH]c4ccccc43)c2=O)CC1	0.7%	.	.	.	1.7%	2.5%	-6.9%	.	.	11.3%
COc1cc2c(cc1OC)CN(C(=O)c1ccc(S(=O)(=O)N3CCCCC3)cc1)CC2	-1.3%	-10.9	-26.0	-2.1%	3.7%	2.1%	-8.7%	0.1%	i	4.7%
CCN(CC)C(=O)c1sc(NC(=O)Cc2cccs2)c(C#N)c1C	-0.8%	13.5	18.4	1.5%	0.4%	6.2%	-2.1%	-2.1%	i	5.1%
CC(C)Oc1ccc(C(=O)/C(=C\c2cccs2)c2nc3ccccc3o2)cc1	-1.6%	11.1	-7.0	-0.1%	0.1%	?	0.9%	-1.3%	i	3.7%
CCOC(=O)C1CCCn2c1nc1sc3c(c1c2=O)CCCC3 (stereo not drawn)	-0.6%	-6.8	7.5	-2.6%	-0.1%	2.9%	8.2%	-0.8%	i	3.1%	Dengue-2 NS5 capping pilot replicate=0.9
CC(C)OC(=O)c1ccc(NC(=S)NC(=O)c2cncc(Br)c2)cc1	0.6%	.	.	.	0.0%	1.8%	0.7%	.	.	6.8%
CC(=O)N/C(=C\c1ccccc1)C(=O)NCc1ccc2c(c1)OCO2	0.1%	3.1	-11.8	-1.7%	0.1%	0.7%	0.9%	-7.2%	i	6.4%
COc1ccc(NC(=O)C(c2ccc(OC)cc2)N(C)C(=O)c2cnccn2)cc1 (stereo not drawn)	-0.1%	-1.8	9.6	-0.6%	-0.3%	0.8%	-7.7%	1.6%	i	4.8%
COc1ccc(/C=N\N2CCN(Cc3ccccc3Cl)CC2)cc1	-1.3%	.	.	.	-1.1%	2.3%	-10.4%	.	.	2.7%
COc1ccccc1N(CC(=O)NCC1CCCO1)C(=O)CNS(=O)(=O)c1ccccc1 (stereo not drawn)	0.2%	.	.	.	0.0%[50 µM]	2.2%	0.8%	.	i	18.4%
Cc1ccc(NC(=O)c2ccc(-c3nn(C)c(=O)c4ccccc34)cc2)cc1	0.8%	13.3	14.2	-0.4%	0.4%	?	-5.6%	-5.6%	i	5.5%	Dengue-2 NS5 capping pilot replicate=-4.6

Hits appear at their usual frequency; overall some 2.2% were active at least once.
